hK5 inh: blocks human kallikrein 5 protease activity. recombinant hK5, fluorogenic AMC substrate cleavage. Q9Y337. 210,000 tested, 0.59% active. inhibition, % at 5 µM;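 active = inhibition of 40% or more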;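 note: 0% = enzyme controls without compound and 100% = no-enzyme blanks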
Target sequence (Q9Y337 67-293 limits assumed): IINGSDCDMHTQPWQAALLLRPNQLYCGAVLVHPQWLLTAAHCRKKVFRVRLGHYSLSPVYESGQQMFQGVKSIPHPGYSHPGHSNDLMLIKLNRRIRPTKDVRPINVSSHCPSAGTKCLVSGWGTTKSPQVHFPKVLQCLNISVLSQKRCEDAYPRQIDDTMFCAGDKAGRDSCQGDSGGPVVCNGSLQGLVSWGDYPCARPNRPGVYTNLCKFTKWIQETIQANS
Furin inhibitor: inhibitors of human furin. P09958. purified furin, fluorogenic substrate cleavage. inhibition, % at 30 µM. 220,000 tested, 0.061% active. AID 463115; in the data active = inhibition above about 25%; note: inactives centre near -15
Cl transport mod: modulators of human KCC2 chloride dependent transport | Q9H2X9 | KCC2 cells, thallium flux FluoZin-2 fluorescence | B-score of Tl+ flux slope (higher = more flux/activation; lower = inhibition) at 10 µM | 190,000 tested, 2.2% active;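 active = thallium flux slope and its plate-corrected score both differing from the plate sample mean at a set confidence after two filtering rounds, in either direction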;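 note: slope of fluorescence scaled to starting intensity during 10 to 20 s after thallium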
Wee1 degr inh: blocks degradation of human Wee1 kinase; HeLa Luc-Wee1K328M stability, luciferase luminescence; 100% = proteasome inhibitor MG132 effect; P30291; 220,000 tested, 1.2% active; AID 1321; reporter increase, % at 5 µM;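 active = activation above the mean of all tested compounds plus 3 SD, set per screening run, cut at about 8.8% in these data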;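 note: cells exposed to compound for 20 h before luminescence read; 0% = DMSO alone and 100% = MG132 at 30 µM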
FXIIa inh: blocks human coagulation factor XIIa protease activity; AID 800; 220,000 tested, 0.3% active; inhibition, % at 5 µM; purified FXIIa, Boc-QGR-AMC fluorogenic substrate, 2 h; in the data active = inhibition above about 40%;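 note: 0% = enzyme with no compound and 100% = blank without enzyme; many of its hits are not listed in these tables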
Target sequence (P00748 20-372 limits assumed): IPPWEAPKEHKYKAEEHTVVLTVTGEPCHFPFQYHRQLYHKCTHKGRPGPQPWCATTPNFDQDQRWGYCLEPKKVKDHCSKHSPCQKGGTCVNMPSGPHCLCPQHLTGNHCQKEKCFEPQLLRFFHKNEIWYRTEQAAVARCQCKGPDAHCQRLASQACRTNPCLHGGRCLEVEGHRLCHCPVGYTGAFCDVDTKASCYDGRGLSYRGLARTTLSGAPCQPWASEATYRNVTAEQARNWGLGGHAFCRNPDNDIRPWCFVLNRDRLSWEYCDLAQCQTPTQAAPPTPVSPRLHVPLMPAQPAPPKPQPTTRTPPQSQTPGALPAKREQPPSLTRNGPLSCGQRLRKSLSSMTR
Target sequence (P00748 373-615 limits assumed): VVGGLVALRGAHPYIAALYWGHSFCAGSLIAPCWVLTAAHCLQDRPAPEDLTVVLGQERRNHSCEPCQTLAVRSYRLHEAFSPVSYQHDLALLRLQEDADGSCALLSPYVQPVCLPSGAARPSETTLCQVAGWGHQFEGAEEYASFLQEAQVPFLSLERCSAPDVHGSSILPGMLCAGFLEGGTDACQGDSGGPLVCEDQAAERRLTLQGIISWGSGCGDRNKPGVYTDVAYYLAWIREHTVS
thrombin 1536: blocks human thrombin protease activity | P00734 | alpha-thrombin, Boc-VPR-AMC fluorogenic substrate cleavage | inhibition, % at 5 µM | 220,000 tested, 0.26% active | AID 1046;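 active = inhibition at or above 40%; inactive = inhibition below 40%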;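 note: 0% = enzyme with no compound and 100% = wells without enzyme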
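System: Human alpha-thrombin protein | Medium: pH 7.5 Tris (50 mM) with NaCl 150 mM, Tween 20 0.05% | Times: Enzyme reaction carried out at room temperature | Detection: AMC fluorescence, 355/460 nm | Evaluation: Percent inhibition scaled between no-compound controls and no-enzyme blanks | Benchmarks: Enzyme without compound as high, wells lacking enzyme as low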
p97 ATPase inh: human p97 ATPase inhibition. P55072. recombinant p97 ATPase, Kinase-Glo ATP luminescence, 3 h. inhibition, % at 8 µM. 220,000 tested, 0.42% active. AID 1481; in the data active = inhibition above about 15%;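 note: 0% = DMSO vehicle and 100% = wells lacking enzyme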
FXIa inh: blocks human coagulation factor XIa protease activity; purified FXIa, Boc-Glu-Ala-Arg-AMC fluorogenic substrate; inhibition, % at 5 µM; 220,000 tested, 0.14% active; AID 798; P03951;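 active = inhibition of at least 40%; inactive = inhibition below 40%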;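 note: fluorescence of freed AMC excited at 355 nm; 0% = enzyme without compound and 100% = no enzyme blank; many of its hits are not listed in these tables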
PERK inh: blocks human PERK kinase. CHO PERK-DD fusion, SEAP luminescence translation reporter. inhibition, % at 5.6 µM. 220,000 tested, 0.17% active. Q9NZJ5. AID 1416;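 active = inhibition above the mean inhibition of all tested compounds plus 3 SD, set separately per screening campaign, cut at about 2.9% in these data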;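 note: PERK kinase domain activated by AP20187 dimerizer at 100 nM; 0% = DMSO with dimerizer and 100% = rapamycin at 8.4 µM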
* marks the source's active call; other numbers are inactive results; . = no result given; [ ] = remark or other dose.

Start of the data: the first twelve records as a preview:
structure,Furin inhibitor,thrombin 1536,FXIa inh,PERK inh,Cl transport mod,Wee1 degr inh,FXIIa inh,p97 ATPase inh,hK5 inh
CCOC(=O)C1C(=O)NCC1c1ccccc1 (centres undefined),-18.3[20 µM],0.9,1.8,0.6,0.557,-2.3,14.7,4.4,-2.9
CCOc1ccc(N2C(=O)CC(NCc3ccc(S(N)(=O)=O)cc3)C2=O)cc1 (centres undefined),-26.5,-1.3,0.6,-0.5,1.33,8.2,5.2,5.6,-0.5
CC1=C(C)CC(C(=O)Nc2ccc(C(N)=O)cc2)C(C(=O)O)C1 (centres undefined),-8.5[20 µM],3.8,2.7,0.3,0.336,0.6,10.6,3.7,-8.4
O=C(NN1C(=O)C2C3C=CC(C4CC34)C2C1=O)c1ccc(Cl)c(Cl)c1 (centres undefined),-9.4,-11.3,-3.4,-0.2,0.534,2.8,7.3,-5.6,13.7
CCCCC(=O)Nc1ccc(NC(=O)C2CC2)cn1,-16.1,-0.3,2.6,0.7,1.92,-3.7,13.4,7.2,-33.7
Cc1cc(C)cc(N(CC(=O)NCCSCc2ccco2)S(C)(=O)=O)c1,-13.5,-7.5,-7.1,-0.1,-0.0202,0.2,7.0,-1.5,-2.7
CCOC(=O)CN=C(NS(=O)(=O)c1ccc(Cl)cc1)c1ccccc1,-25.5,1.3,3.7,1.6,.,1.8,9.5,-0.7,.
Cc1ccc(N2C(N)=NC(N)=NC2(C)C)c(C)c1,-13.4,2.3,2.9,0.6,.,-1.9,14.3,0.0,3.3
Fc1ccc(-c2nnsc2Sc2ccccn2)cc1,-23.3,-0.2,1.8,-0.5,-0.183,-1.0,9.1,1.7,0.0
Cc1cc(C)cc(NC(=O)CN2CCc3ccccc3C2)c1,-28.2[20 µM],-1.3,-3.3,-0.4,0.116,-0.7,6.2,-0.8,-15.1
O=C(O)CCn1c(SCc2cccc3ccccc23)nc2ccccc21,-1.4[20 µM],-2.3,3.5,0.0,-8.69*,-1.4,11.9,-7.1,4.0
CC1CCc2c(C(=O)Nc3ccc(OC(F)(F)F)cc3)csc2C1 (centres undefined),-22.3,-8.0,1.4,1.3,0.453,-0.9,3.2,8.2,-3.2

Main list, repeating the preview:
structure,Furin inhibitor,thrombin 1536,FXIa inh,PERK inh,Cl transport mod,Wee1 degr inh,FXIIa inh,p97 ATPase inh,hK5 inh
CCOC(=O)C1C(=O)NCC1c1ccccc1 (centres undefined),-18.3[20 µM],0.9,1.8,0.6,0.557,-2.3,14.7,4.4,-2.9
CCOc1ccc(N2C(=O)CC(NCc3ccc(S(N)(=O)=O)cc3)C2=O)cc1 (centres undefined),-26.5,-1.3,0.6,-0.5,1.33,8.2,5.2,5.6,-0.5
CC1=C(C)CC(C(=O)Nc2ccc(C(N)=O)cc2)C(C(=O)O)C1 (centres undefined),-8.5[20 µM],3.8,2.7,0.3,0.336,0.6,10.6,3.7,-8.4
O=C(NN1C(=O)C2C3C=CC(C4CC34)C2C1=O)c1ccc(Cl)c(Cl)c1 (centres undefined),-9.4,-11.3,-3.4,-0.2,0.534,2.8,7.3,-5.6,13.7
CCCCC(=O)Nc1ccc(NC(=O)C2CC2)cn1,-16.1,-0.3,2.6,0.7,1.92,-3.7,13.4,7.2,-33.7
Cc1cc(C)cc(N(CC(=O)NCCSCc2ccco2)S(C)(=O)=O)c1,-13.5,-7.5,-7.1,-0.1,-0.0202,0.2,7.0,-1.5,-2.7
CCOC(=O)CN=C(NS(=O)(=O)c1ccc(Cl)cc1)c1ccccc1,-25.5,1.3,3.7,1.6,.,1.8,9.5,-0.7,.
Cc1ccc(N2C(N)=NC(N)=NC2(C)C)c(C)c1,-13.4,2.3,2.9,0.6,.,-1.9,14.3,0.0,3.3
Fc1ccc(-c2nnsc2Sc2ccccn2)cc1,-23.3,-0.2,1.8,-0.5,-0.183,-1.0,9.1,1.7,0.0
Cc1cc(C)cc(NC(=O)CN2CCc3ccccc3C2)c1,-28.2[20 µM],-1.3,-3.3,-0.4,0.116,-0.7,6.2,-0.8,-15.1
O=C(O)CCn1c(SCc2cccc3ccccc23)nc2ccccc21,-1.4[20 µM],-2.3,3.5,0.0,-8.69*,-1.4,11.9,-7.1,4.0
CC1CCc2c(C(=O)Nc3ccc(OC(F)(F)F)cc3)csc2C1 (centres undefined),-22.3,-8.0,1.4,1.3,0.453,-0.9,3.2,8.2,-3.2
O=C(/C=C/c1c(Cl)cccc1Cl)N1CCN(c2ncccn2)CC1,-19.4[20 µM],0.1,-4.9,0.2,-0.254,-1.3,10.4,2.6,11.0
Cc1cc(=O)[nH]c(/N=C(/NC(=O)c2ccccc2)Nc2ccc3c(c2)OCCO3)n1,-24.6[20 µM],.,.,-0.8,1.14e-05,1.1,.,4.4,.
CC1CC(=O)c2cnc(NCC3CCCO3)nc2C1 (centres undefined),15.3[20 µM],4.8,-11.0,0.7,-0.712,-1.5,-7.8,4.2,-26.0
O=C(Nc1ccc(Oc2ccc3c(c2)C(=O)N(c2ccc(O)cc2)C3=O)cc1)c1cccs1,-20.2,-6.3,5.2,0.9,-0.757,-1.4,11.8,-4.0,-14.5
O=C(Nc1ccc2c(c1)nc1n2CCOC1)c1ccco1,-30.0,-0.6,8.8,1.4,-0.172,1.0,14.7,-2.3,-11.1
Cc1ccc(CN2CCN(/N=C/c3ccco3)CC2)c(C)c1,-11.7[20 µM],1.9,4.5,0.6,-0.426,-1.6,8.8,-2.4,-8.5
CC(=O)N(C(C)=O)c1nc(-c2ccccc2)cn1/N=C/c1ccccc1,-13.1,-2.2,1.0,-0.6,0.333,2.2,8.3,7.4,1.7
COc1cccc(NC(=O)c2cccs2)c1,-8.0[20 µM],-11.7,-4.9,1.4,-0.123,-1.6,0.5,3.4,-15.4
O=C(CSc1n[nH]c(=O)n1C1CC1)c1ccc2c(c1)OCCO2,-16.6,-2.1,1.3,0.8,.,-0.5,8.8,4.5,-1.6
Cn1/c(=N/N=C/c2ccc(Cl)c([N+](=O)[O-])c2)sc2ccccc21,-1.8[20 µM],-0.3,3.1,0.5,0.0858,-3.2,10.2,8.0,7.2
CCOC(=O)Cn1cc(C(=O)OC)c2ccccc21,-16.1,2.2,6.7,0.5,.,-1.9,13.4,2.3,-13.4
Cc1ccc(-c2cc(C(=O)N/N=C/c3ccco3)[nH]n2)cc1,2.0[20 µM],-2.0,-2.2,-0.3,0.0901,-2.3,-10.6,1.7,0.4
COc1ccc(/C=N/N=C2\SC(CC(=O)O)C(=O)N2c2ccccc2)c(OC)c1 (centres undefined),15.2,-7.4,-6.1,0.0,-0.607,-2.8,1.4,-5.1,-11.6
Cc1ccc(-c2nc(C)sc2CC(=O)Nc2cccc(C)c2C)cc1,-15.0,-2.8,4.4,-0.3,0.434,-0.6,13.0,1.4,-5.8
Cc1ccc(NC(=O)Cn2nnc3ccccc32)c(C)c1,-20.7,0.0,3.8,-0.6,1.13,-1.7,12.3,1.1,24.5
COc1ccc(-n2c(N)c(C(=O)NCC3CCCO3)sc2=S)cc1 (centres undefined),-67.9[20 µM],-8.5,-0.2,0.6,.,10.3*,-1.5,0.2,-3.3
COc1cc(/C=N/NC(=O)CN2CCCCC2)ccc1OCc1ccc(Br)cc1,-9.6,-1.9,3.3,0.0,-0.826,1.1,6.0,7.0,-9.0
COc1ccc(C(=O)NCc2nnc(SCC(=O)Nc3nnc(C)s3)o2)cc1,-5.3,-6.5,-6.2,0.7,-0.666,7.4,0.9,1.7,-12.6
c1ccc(-c2nnc3n2-c2ccccc2SC3)cc1,-16.2,1.0,-7.6,0.3,-2.27,0.5,9.3,-1.1,-6.7
COc1cc(NC(=O)C(C)C)ccc1NC(=O)c1ccco1,-20.1,1.6,9.4,0.4,.,2.0,19.1,1.8,-15.4
COc1ccc(-n2c(SCC(=O)OC(C)C)nnc2-c2ccccn2)cc1,-8.9,5.2,-6.5,-0.1,0.973,2.1,-1.8,1.1,-10.9
Cc1cc(Cl)ccc1OCC(=O)NCCCCc1ccccc1,-4.4,-5.7,5.1,1.4,0.103,4.5,8.3,-0.3,-5.1
CN1CCc2c(sc3ncn4nc(-c5ccccc5O)nc4c23)C1,-11.6[20 µM],0.5,0.1,-0.6,.,-0.9,13.4,2.5,-86.2
CC(=O)Oc1cccc(N2C(=O)C3CC=C(Cl)CC3C2=O)c1 (centres undefined),-5.7,4.3,14.3,0.2,0.531,5.0,25.4,-4.0,5.1
CCCCCCSc1nnc2[nH]c(=O)cc(N)n12,-11.9,-5.6,4.4,-0.1,-0.765,-0.5,14.3,-5.6,-13.8
CCc1c(C)nc(Nc2nc(C)c3cc(OC)ccc3n2)[nH]c1=O,-10.3,6.1,12.3,-0.9,.,-0.4,29.6,-1.6,-5.6
CC(C)CC(NC(=O)c1cccs1)c1nnc(SCc2ccc(Cl)c(Cl)c2)n1C (centres undefined),-10.3,-8.6,-3.5,-0.7,-2.11,5.2,4.7,3.1,-2.8
CCOC(=O)CSc1nnc2n(C3CCCCC3)c(=O)c3c4c(sc3n12)CCCC4,-10.3,-7.9,-8.7,0.2,-0.89,4.5,-4.8,-2.0,-7.7

Shown as a hit in Wee1 degr inh, of those listed so far:
structure,Furin inhibitor,thrombin 1536,FXIa inh,PERK inh,Cl transport mod,Wee1 degr inh,FXIIa inh,p97 ATPase inh,hK5 inh
COc1ccc(-n2c(N)c(C(=O)NCC3CCCO3)sc2=S)cc1 (centres undefined),-67.9[20 µM],-8.5,-0.2,0.6,.,10.3*,-1.5,0.2,-3.3

(continued)
structure,Furin inhibitor,thrombin 1536,FXIa inh,PERK inh,Cl transport mod,Wee1 degr inh,FXIIa inh,p97 ATPase inh,hK5 inh
CC1(C)Cc2c(sc(/N=C/N3CCCC3)c2C#N)C(C)(C)N1,4.6[20 µM],2.5,5.6,0.3,-0.321,4.3,15.4,2.8,-5.3
O=c1cc(N2CCc3ccccc32)[nH]c(=O)n1-c1ccccc1Cl,-11.9,-20.8,-6.4,0.4,-0.108,2.3,2.3,2.1,0.9
CCC(C)[C@H](NC(=O)N1CCCC1)C(=O)O (some centres undefined),-15.0,0.9,5.1,0.9,0.00309,-0.5,9.3,5.8,6.4
O=C(CSc1nnc(-c2cccnc2)n1Cc1ccco1)NCc1ccc2c(c1)OCO2,-20.6,6.8,3.8,0.1,0.553,4.2,16.1,3.1,-1.2
COc1ccc(OC)c(S(=O)(=O)Nc2ccc(C)c(C)c2)c1,-13.3[20 µM],2.6,9.2,0.6,0.107,-2.3,17.4,0.4,-4.7
Cc1ccc(/C=N/NC(=O)c2nn(C)cc2Cl)cc1,-15.4,-5.9,10.1,0.5,-0.649,3.8,18.3,-2.4,-11.6
COc1cc(/C=N/NC(=O)Cc2nnc(N)s2)cc(OC)c1OC,-15.1,-1.9,0.0,1.8,0.612,-2.0,5.9,8.7,-0.1
CCOC(=O)C(C)Sc1nnc(NC(=O)c2ccc(C)c([N+](=O)[O-])c2)s1 (centres undefined),-22.0,0.4,6.0,1.1,-0.993,-2.1,0.9,2.0,4.6
COC(=O)c1cccc(Nc2cc(C)nc(-c3ccccc3O)n2)c1,-15.3,-6.4,4.1,0.0,.,1.2,9.6,5.6,-10.9
N=c1c(C(=O)NC2CCCC2)cc2c(=O)n3ccccc3nc2n1C1CCCC1,-131.4,-28.0,-36.6,-2.1,-1.1,-1.7,-51.2,2.8,-230.8

High-throughput results from PubChem.
